# hgDAF-12 ag: H. glycines DAF-12 receptor agonists, primary screen, cell-based, luminescence, HEK293, GAL4 fusion, UAS-luciferase; Nuclear hormone receptor DAF-12 (Heterodera glycines), GAL4 fusion; HEK293 GAL4-hgDAF12 UAS-luciferase reporter, agonist luminescence; normalized to butyrate control; activation, % at 6.8 µM; 370,000 compounds, 1.8% hits;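 active means activation above a cutoff set at the mean of all screened compounds plus 3 SD, cut at about 10% in these data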;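 further: 0% = DMSO wells and 100% = sodium butyrate wells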
# ssDAF-12 act: S. stercoralis DAF-12 nuclear receptor activators, primary screen, cell-based, luminescence, HEK293, GRIP1 co-expression, lit1-tk-luc | Nuclear hormone receptor DAF-12 (Strongyloides stercoralis) | HEK293 ssDAF-12/GRIP1 lit1-tk-luc reporter; % of 3 µM dafachronic acid response | activation, % at 6.8 µM | 370,000 compounds, 1% hits | AID 652126, 2013;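 active means activation above the mean over all tested compounds plus 3 SD, cut at about 0.9% in these data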;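 further: 0% = DMSO-only wells and 100% = 3 µM delta7-dafachronic acid wells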
# ADAM17 inh: ADAM17 inhibitors, primary screen, biochemical, QFRET | Disintegrin and metalloproteinase domain-containing protein 17 (Homo sapiens), P78536 | recombinant ADAM17, EDANS/DABCYL FRET peptide cleavage | inhibition, % at 6.95 µM | 370,000 compounds, 0.83% hits;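 active means inhibition above the mean of compounds lying between control limits plus 3 SD, set per campaign, cut at about 8.5% in these data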;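 further: 0% = DMSO-only wells as the low control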
# Target sequence (P78536 215-824 limits assumed): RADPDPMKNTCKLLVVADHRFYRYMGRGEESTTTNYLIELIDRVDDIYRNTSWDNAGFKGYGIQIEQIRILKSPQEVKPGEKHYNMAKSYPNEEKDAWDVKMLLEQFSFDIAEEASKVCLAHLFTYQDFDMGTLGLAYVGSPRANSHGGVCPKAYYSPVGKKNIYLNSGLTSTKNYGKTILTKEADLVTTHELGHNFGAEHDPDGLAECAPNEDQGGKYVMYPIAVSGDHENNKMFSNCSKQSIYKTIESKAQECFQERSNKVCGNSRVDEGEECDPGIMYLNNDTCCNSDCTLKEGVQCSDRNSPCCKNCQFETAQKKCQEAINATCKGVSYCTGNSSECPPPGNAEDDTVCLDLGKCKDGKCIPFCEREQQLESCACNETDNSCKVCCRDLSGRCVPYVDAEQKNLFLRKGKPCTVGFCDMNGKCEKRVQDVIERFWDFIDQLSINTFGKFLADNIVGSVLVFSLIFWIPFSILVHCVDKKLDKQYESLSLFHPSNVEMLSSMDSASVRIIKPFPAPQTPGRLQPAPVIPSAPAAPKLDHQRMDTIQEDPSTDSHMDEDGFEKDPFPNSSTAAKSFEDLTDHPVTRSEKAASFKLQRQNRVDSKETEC
# hcDAF12 agonist: H. contortus DAF-12 nuclear receptor activators, primary screen, cell-based, luminescence, HEK293, lit1-tk-luc reporter | 370,000 compounds, 1.4% hits | activation, % at 6.8 µM | AID 652067, 2013 | HEK293 hcDAF-12 lit1-tk-luc reporter; 0% DMSO, 100% Δ7-dafachronic acid;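 active means activation above the mean of all tested compounds plus 3 SD, cut at about 5.5% in these data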;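 further: 100% = response to 3 µM Δ7-dafachronic acid high control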
# FXN GAA850 act: FXN promoter activators, primary screen, cell-based, luciferase luminescence, HEK293 lucGAA850; AID 540364, 2011; activation, % at 6 µM; 360,000 compounds, 0.56% hits; HEK293 lucGAA850 FXN promoter luciferase reporter, 24 h; percent of 10 µM SAHA response;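 active means activation above the average of all compounds screened plus 3 SD, cutoff fixed separately per campaign, cut at about 7.5% in these data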;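 further: 0% = DMSO wells and 100% = 10 µM SAHA wells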
# ADAM10 inh: human ADAM10 inhibitors, primary screen, biochemical, QFRET, HTS. Disintegrin and metalloproteinase domain-containing protein 10 (Homo sapiens), O14672. recombinant ADAM10, EDANS/DABCYL FRET peptide cleavage, 3 h. inhibition, % at 7 µM. 370,000 compounds, 0.62% hits. AID 720582, 2013;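 active means inhibition above a per-campaign cutoff equal to the mean of compounds falling between control-based bounds plus 3 SD, cut at about 20% in these data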;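 further: 0% = DMSO wells while the 100% control is not disclosed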
# DAX1 inh-1: DAX1 (NR0B1) inhibitors, primary screen, cell-based, HEK293, Gal4-DAX1, luciferase luminescence; HEK293 Gal4-DAX1 luciferase reporter; inhibition, % at 6.75 µM; 340,000 compounds, 0.99% hits; AID 504766, 2011; Nuclear receptor subfamily 0 group B member 1 (Homo sapiens), P51843;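 active means inhibition above the mean over all tested compounds plus 3 SD, cut at about 4.2% in these data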;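 further: 0% = DAX1-transfected cells with DMSO and 100% = empty-vector control cells with DMSO; inhibition shows as a rise in luminescence from relieved DAX1 repression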
# Target sequence (P51843 207-470 limits assumed): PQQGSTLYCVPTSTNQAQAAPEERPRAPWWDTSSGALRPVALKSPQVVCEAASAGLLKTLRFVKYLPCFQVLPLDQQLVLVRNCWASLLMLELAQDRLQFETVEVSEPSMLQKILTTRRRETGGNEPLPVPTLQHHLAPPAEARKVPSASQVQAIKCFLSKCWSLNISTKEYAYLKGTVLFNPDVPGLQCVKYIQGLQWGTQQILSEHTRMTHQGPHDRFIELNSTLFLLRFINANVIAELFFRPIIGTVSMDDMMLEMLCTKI
# DAX1 inh-2: DAX1 (NR0B1) inhibitors on StAR promoter, primary screen, cell-based, luminescence, SF-1 (NR5A1), full-length DAX-1 | inhibition, % at 6.8 µM | 370,000 compounds, 1.1% hits | HEK293T StAR-luciferase reporter, SF-1/DAX-1 repression relief | AID 652010, 2013;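 active means inhibition above the mean over all tested compounds plus 3 SD, cut at about 3.6% in these data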;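 further: 0% = DAX-1 cells with DMSO and 100% = cells lacking DAX-1 with DMSO; higher inhibition means more luminescence from relief of DAX-1 repression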
# sPLA2-III inh: human group III sPLA2 inhibitors, primary screen, biochemical, QFRET, BODIPY PC-A2 liposome substrate | inhibition, % at 12.2 µM | AID 743126, 2013 | QFRET BODIPY PC-A2 liposome hydrolysis, fluorescence | Group 3 secretory phospholipase A2 (Homo sapiens), Q9NZ20 | 370,000 compounds, 0.56% hits;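 active means inhibition above mean plus 3 SD of compounds lying within the high and low control bounds, cut at about 19% in these data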;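 further: 0% = median of test compound wells and 100% = no enzyme DMSO wells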
# PLCb3 inh: human PLC-beta3 inhibitors, primary screen, biochemical, fluorescence; 1-phosphatidylinositol 4,5-bisphosphate phosphodiesterase beta-3 (Homo sapiens), Q01970; Purified PLC-beta3, fluorogenic substrate; inhibition, % at 12.2 µM; 370,000 compounds, 0.18% hits; in the data active means inhibition above about 11%;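 further: 0% = median of compound wells on plate and 100% = full blocker control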
# PLC-gamma1 inh: PLC-gamma1 enzyme inhibitors, primary screen, biochemical, fluorescence, purified enzyme. 1-phosphatidylinositol 4,5-bisphosphate phosphodiesterase gamma-1 (Homo sapiens), P19174. inhibition, % at 12.2 µM. fluorogenic substrate. 370,000 compounds, 0.84% hits. AID 720700, 2013; in the data active means inhibition above about 9.5%
# Active calls of the source: *; x = not tested or not shown. This is a random part of the collection (roughly 6.9% active in at least one column).
SMILES,hgDAF-12 ag,ssDAF-12 act,ADAM17 inh,hcDAF12 agonist,FXN GAA850 act,ADAM10 inh,DAX1 inh-1,DAX1 inh-2,sPLA2-III inh,PLCb3 inh,PLC-gamma1 inh
CC[C@]12c3[nH]c4ccc(OC)cc4c3CCN1C(=O)C(CC(=O)NCc1ccc(OC)c(OC)c1)C[C@@H]2C(=O)N1CCN(C(=O)C2CC2)CC1 (stereo partly specified),-0.4,-1.0,-5,1.7,1.1,-13,0.6,-0.1,4,-2,-1
C=CCC(C#Cc1ccccc1)N(C)C (stereo unspecified),5.3,-0.9,-3,-2.3,0.3,-5,0.1,-0.7,7,1,1
O=[N+]([O-])c1ccc(Nc2ccc(N3CCOCC3)cc2)c([N+](=O)[O-])c1,1.2,-0.2,-4,1.4,0.8,3,-0.5,-0.5,10,2,5
Cc1ccc(S(=O)(=O)N(C)CC(=O)OCC(=O)N2CCCC2=O)cc1,1.6,-1.4,-2,-0.2,-1.0,-2,-0.5,-0.9,5,-4,2
COc1ccc(CCNC(=O)C(=O)NCCOc2ccccc2)cc1OC,-0.9,-1.8,-4,-1.8,2.0,-10,0.6,-0.1,3,2,2
Cn1c(Cc2ccccc2)nnc1SCC(=O)Nc1ccc(N2CCOCC2)cc1,2.0,-0.4,-3,-0.2,0.0,2,-1.8,-0.8,9,-7,-2
Cc1cc(NS(=O)(=O)c2ccc(NC(=O)CSc3nc4sc(C)c(C)c4c(=O)[nH]3)cc2)no1,-0.3,-1.7,1,0.3,1.1,5,-1.0,0.9,0,5,2
Cc1cc(C(=O)N/N=C/c2ccc([N+](=O)[O-])s2)n[nH]1,-7.9,-0.6,-4,-3.1,-0.4,-1,-3.0,-1.2,7,-15,-11
c1ccc(Cc2nc3ccccc3n2Cc2ccccc2)cc1,-1.6,-1.7,2,-1.0,1.6,1,3.0,-1.1,-2,0,-1
NNC(=O)c1ccc(Cn2cc(Cl)cn2)cc1,-0.8,-1.5,0,0.4,0.7,4,-0.8,-0.2,3,-2,0
Cc1ccc(NC(=O)c2ccc([N+](=O)[O-])o2)cc1S(=O)(=O)N1CCOCC1,-3.8,-1.9,2,-2.8,3.0,-2,x,-2.5,2,2,2
O=C(Nc1ccccc1)O/N=C1\CCCCC1c1ccc([N+](=O)[O-])cc1[N+](=O)[O-] (stereo unspecified),-1.5,-1.0,2,-1.4,0.5,4,0.7,0.4,7,3,2
FC(F)(F)c1ccc2nnc(-c3c(Cl)cccc3Cl)n2c1,-0.4,-1.1,-9,-1.6,-0.3,-9,-1.1,-0.1,6,-2,-1
COc1ccc(NC(=O)CN(C)S(=O)(=O)c2cccc3cccnc23)cc1,-2.2,-1.7,-1,-0.9,-0.3,-5,-3.1,-0.8,-1,-1,-1
COc1cc(-c2nc(CN3CCN(CC(C)C)C(=O)[C@@H]3C)c(C)o2)ccc1F,-0.6,-1.2,0,-0.8,1.1,11,-1.8,0.4,1,2,-3
CCc1ccc2c(c1)/C(=C/C(=O)c1cccs1)C(=O)N2,-2.3,-1.3,3,0.0,-3.8,8,-0.6,-1.1,11,-5,-1
CC1NC(=O)c2cc3ccccc3cc2-n2c1nc1cc(F)ccc1c2=O (stereo unspecified),0.6,1.8*,0,4.3,-0.9,-9,-0.2,-0.3,-1,3,0
CCOC(=O)N1CCN(C(=O)CN(C)S(=O)(=O)c2ccc3c(c2)c(=O)n(C)c(=O)n3C)CC1,-0.4,-1.7,-2,-1.0,-0.5,-5,1.3,-0.2,-1,-2,4
CC(O)CC(C(=O)NNc1ccccc1)C(=O)NNc1ccccc1 (stereo unspecified),4.6,-1.5,-2,-1.0,2.0,-5,-0.4,0.9,-2,1,2
Cc1ccc(SCCC(=O)NC(C(C)C)C(C)C)cc1,-2.9,-1.7,-1,-1.0,1.8,0,2.5,-0.4,8,-1,1
CC(NC(=O)c1cccnc1)C(=O)O (stereo unspecified),-0.8,-1.1,-1,0.4,2.2,3,-0.6,-0.4,0,3,4
COc1cc(Cl)c(C)cc1NC(=O)CSc1nc2ccccc2o1,2.1,-0.5,-4,1.5,-3.3,1,0.1,-0.8,0,4,0
COC(c1ccccc1)c1nnc(CCC(=O)N(C)CCOc2ccccc2)o1 (stereo unspecified),7.3,-1.1,-4,0.9,3.6,-6,0.6,1.3,1,2,2
Cc1c(NC(=O)c2cnn3c2NC(c2ccc(Br)cc2)CC3C(F)(F)F)c(=O)n(-c2ccccc2)n1C (stereo unspecified),2.7,-0.3,-3,0.3,2.1,7,1.7,0.6,-9,-2,1
CCn1c(CN2CCN(C(=O)c3ccco3)CC2)nc2c1c(=O)n(C)c(=O)n2C,-1.4,-1.6,3,-1.8,-2.2,8,-0.6,0.2,1,9,0
COc1ccc(Nc2nc(-c3cc4cccc(OC)c4oc3=O)cs2)cc1,4.9,-0.8,3,-1.9,6.1,6,3.5,0.3,-1,-25,-24
O=C(c1ccccc1)N1N=C(c2ccc(F)cc2)CC1c1ccc(F)cc1 (stereo unspecified),5.0,-1.4,1,-0.6,-1.4,6,0.5,0.6,-1,-9,0
O=C(NCC(=O)N1CCCCC1)c1ccc(Cl)cc1Cl,5.3,-0.2,-2,1.8,2.6,5,1.9,1.5,1,3,4
COc1ccc(N2C(=O)CSC23C(=O)N2c4c(cccc43)C(C)=CC2(C)C)cc1 (stereo unspecified),-2.1,-1.4,9,-2.5,1.4,22*,-0.9,-0.4,-12,3,6
Cc1n(C)c2cc(Cl)ccc2[n+]1Cc1ccccc1,2.4,-0.4,-2,-2.1,1.1,-2,-0.9,-0.4,1,2,1
O=C(Oc1ccc(-c2nnco2)cc1)c1ccc(Br)o1,-0.2,-1.0,-3,0.1,1.7,-1,0.5,-1.2,-1,-2,2
CCN(CCCCCN(C)C)Cc1cc2ccccc2o1,-0.1,-1.4,2,-1.0,0.8,-3,2.8,0.2,21*,2,5
Fc1cccc(Cl)c1Cn1nnc(-c2ccc3c(c2)OCO3)n1,9.5,-0.1,-3,3.5,3.9,5,2.3,1.7,-9,-9,-5
CC(C)OC(=O)NC(Nc1ccccc1C(=O)O)(C(F)(F)F)C(F)(F)F,-0.3,-1.6,-49,-0.9,0.0,-153,1.2,0.4,14,-43,-23
O=C(c1cccc(Br)c1)N1CCN(c2cnn(-c3ccccc3)c(=O)c2Cl)CC1,-1.6,-1.7,-3,-0.5,-1.3,-4,-1.9,-1.1,2,-3,2
COc1ccc(C2/C(=C(/O)c3ccccc3)C(=O)C(=O)N2CCN2CCOCC2)c(OC)c1 (stereo unspecified),1.0,-0.1,-2,3.9,-0.3,-4,0.1,-0.1,-4,-2,-3
COc1cccc(C2CCCN2Cc2nc(-c3cnccn3)no2)c1 (stereo unspecified),-0.3,-1.3,-2,-0.7,0.8,5,-1.4,-0.2,-2,-4,1
Cc1ccc(NC(=O)CCc2c(C)nn(-c3ccc(N4CCOCC4)nn3)c2C)cc1F,3.2,0.1,-1,0.1,1.6,-4,-0.2,1.4,-1,-16,-1
COc1ccc(/C=N/NC(=O)c2cc(C(C)(C)C)[nH]n2)cc1COc1ccc(F)cc1F,1.4,-2.2,6,-0.4,0.6,17,-2.2,-1.4,-17,-8,-1
O=c1c2cnn(-c3ccccc3)c2nnn1Cc1ccccn1,-0.4,-0.4,-4,-0.4,1.3,-8,-0.6,0.9,2,-22,-20
COc1ccc(OC)c(/C(O)=C/C(=O)C(=O)Nc2cc(C)ccc2OC)c1,-1.1,-0.2,3,-1.6,-1.6,8,0.7,0.6,-2,-32,-32
CCOC(=O)c1sc(NC(=O)C(OC(C)=O)c2ccccc2)nc1C (stereo unspecified),-1.2,0.7,-3,1.9,2.3,-9,0.2,0.5,10,-2,-2
CC(=O)N1CC=CC1(CC(C)C)C(=O)NCCN1CCOCC1 (stereo unspecified),2.5,-0.7,-5,1.1,1.7,5,-0.3,0.4,6,0,1
N/C(=N\OC(=O)CC(c1ccccc1)c1ccccc1)c1cccnc1,-0.1,-1.4,-1,-1.4,-0.4,-1,-0.3,0.5,-13,2,2
O=C(COC(=O)CNC(=O)C12CC3CC(CC(C3)C1)C2)Nc1ccccc1,2.1,-1.4,-3,-1.2,1.1,3,-0.8,-0.5,-9,7,5
NS(=O)(=O)c1cc2c(cc1Cl)NC(c1ccccc1OCC(=O)O)NS2(=O)=O (stereo unspecified),-0.8,-0.6,-8,-0.4,-1.7,-23,-0.9,-0.4,4,-4,-6
CN(N=Cc1ccc([N+](=O)[O-])cc1)c1ccccn1,6.9,-0.7,-1,-1.0,5.0,-3,3.0,-0.7,-4,2,-1
O=C(CSc1nc2scc(-c3cccs3)c2c(=O)n1CCc1ccccc1)N1CCCC1,-1.3,-0.9,-2,0.6,0.1,-5,1.5,0.5,0,-2,3
O=C1C(Cl)=C(NCC2CCCO2)C(=O)N1CCc1ccccc1 (stereo unspecified),7.1,-0.3,-3,0.5,5.6,2,2.4,1.8,-6,-39,-25
CSc1ccccc1NC(=O)C(=O)c1c[nH]c2ccccc12,9.5,-0.1,6,5.4,5.0,22*,0.5,2.4,-17,-14,-4
Cn1c2c(c(=O)n(C)c1=O)CN(CCCN1CCOCC1)CN2,2.7,-0.1,-3,-0.1,-0.5,-11,3.1,-0.6,9,-3,2
CCOc1ccc(S(=O)(=O)NN2Cc3ccccc3C2=N)cc1,-1.3,0.6,-1,4.3,1.5,-1,-0.7,-0.3,-2,4,0
Cc1c(Cl)cccc1NC(=O)NNC(=O)CCc1ccccc1,-3.4,-0.6,-3,1.0,1.7,4,-0.8,0.4,-10,-4,0
COc1ccc(S(=O)(=O)/C(C#N)=C/Nc2cccc(F)c2)cc1,-1.3,-1.4,4,-0.9,1.1,17,-1.0,-0.4,-15,-3,3

# Source: PubChem BioAssay (The Scripps Research Institute Molecular Screening Center)
